# Screens from PubChem.
# Hsp70 inhibitors: Hsp70 inhibitors, probe displacement, primary screen, biochemical, fluorescence polarization (AID 583). displacement, % at 20 µM, or IC50 in µM where a hit was titrated. Hsp70 fluorescence polarization probe displacement, mP; higher % means a stronger effect. hit rate 0.06% among 140,000; in the data active = displacement above about 50%;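 note: plate controls were vehicle for no effect and reference ligand for full effect; a part of the inactive calls stands beside numbers as strong as those of hits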
# Rat MKP-3 inhibitors: inhibition of rat DUSP6 enzyme activity – biochemical, in vitro, primary screen (AID 425); recombinant MKP-3 phosphatase activity, fluorescence; higher % means a stronger effect; one-dose inhibition, % at 20 µM; IC50 in µM for titrated hits; hit rate 0.17% among 110,000; in the data active = inhibition above about 50%;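 note: plate controls were vehicle for no effect and reference inhibitor for full effect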
# Numbers without * were called inactive; nt = no result given; & = joins results of further samples. These rows are one share of the data; rates above refer to the full screens.
SMILES,Hsp70 inhibitors,Rat MKP-3 inhibitors
COc1ccccc1N1C(=O)NC(=O)C(=Cc2cc(OC)c(O)c([N+](=O)[O-])c2)C1=O,-4.1%,4.0%
Cc1ccc(C(=O)N/C(=C\c2cccc(Oc3ccccc3)c2)C(=O)NCc2ccncc2)cc1,1.1%,3.4%
Cc1nc(-c2ccccc2)sc1C(=O)Nc1ccc2c3c(cccc13)CC2,2.6%,-3.7%
CCOc1ccc2[nH]c(=O)c(CN(Cc3nnnn3Cc3ccco3)C3CCCCC3)cc2c1,7.0%,-1.5%
CCCCCOC(=O)CSc1nnc(-c2ccccc2)c(=O)[nH]1,nt,-8.2%
CC(C)OC(=O)c1ccc(NC(=O)c2cncc(Br)c2)cc1,6.6%,1.0%
O=C(N/N=C/c1ccccn1)c1ccc([N+](=O)[O-])cc1Cl,0.1%,0.5%
COc1ccc(CCNC(=O)c2cc3c(=O)n4cccc(C)c4nc3n(Cc3ccncc3)c2=N)cc1,2.3%,-12.6%
O=C(COc1ccc2ccccc2c1)Nc1cccc(I)c1,-1.7%,4.2%
CCOc1ccccc1C(=O)N/N=C/c1cn(-c2ccccc2)nc1-c1ccc(OC)cc1,-0.9%,6.9%
CN(C1CCCCC1)S(=O)(=O)c1ccc(NC(=O)c2ccc(Br)o2)cc1,0.3%,-1.4%
Cc1ccc(NC(=O)Nc2cccs2)nc1,-0.5%,nt
COC(=O)c1c(NC(=O)/C=C/c2cccc([N+](=O)[O-])c2)sc2c1CCCC2,0.4%,2.9%
COc1cccc(/C=C/c2cc(C(F)(F)F)[nH]c(=O)n2)c1OC,3.0%,5.5%
Cc1cc(C)nc(N2C(=O)CC(C(=O)O)NC2=NCCc2c[nH]c3ccccc23)n1 (centres undefined),0.7%,-8.3%
CCOC(=O)C1=C(C)NC(SCC(N)=O)=C(C#N)C1c1cccs1 (centres undefined),4.5%,nt
Fc1ccc(Nc2nc(N3CCOCC3)c3ccccc3n2)cc1,-0.1%,-1.6%
COc1nc(Oc2ccc(=O)n(C)n2)nc(N(C)C)n1,0.0%,-6.4%
Brc1ccc(-c2nnc(-c3ccco3)o2)cc1,6.5%,-5.3%
O=C(Nc1ccc2c(c1)OCO2)NC1CCN(Cc2ccccc2)CC1,-1.7%,-13.9%
CC(C)(C)C1CCc2onc(C(=O)NCc3ccc(F)cc3)c2C1 (centres undefined),3.2%,-1.2%
Cc1ccc(-n2c(C)cc(/C=N/NC(N)=S)c2C)cc1,-4.8%,3.7%
CCOC(=O)C1CCCN(C(=O)Cn2nc(CC)n3c(cc4sccc43)c2=O)C1 (centres undefined),2.5%,0.2%
N#Cc1c(N)sc(=S)c2c1CCN(Cc1ccccc1)C2,nt,10.8µM*
CC(C)C(=O)N1CCN(c2ccccc2NC(=O)c2cccc(Cl)c2)CC1,-1.3%,nt
O=S(=O)(c1cccs1)N1CCc2ccccc2C1,3.6%&-3.5%,-12.9%&3.0%
COC(=O)c1sccc1NS(=O)(=O)c1cc(Cl)ccc1Cl,1.0%,-0.5%
COc1ccc(C(CC(=O)O)NC(=O)Cc2ccccc2)cc1 (centres undefined),-4.6%,-3.8%
C=C(C)Cn1c(NCCC)nc2c1c(=O)n(C)c(=O)n2C,2.5%,-9.7%
CCC(CC)C(=O)NCCc1ccc(F)cc1,4.8%,nt

# Entries above printed as active in Rat MKP-3 inhibitors.
SMILES,Hsp70 inhibitors,Rat MKP-3 inhibitors
N#Cc1c(N)sc(=S)c2c1CCN(Cc1ccccc1)C2,nt,10.8µM*

# Three entries from above, with values ahead of the structure:
Hsp70 inhibitors | Rat MKP-3 inhibitors | SMILES
-4.6% | -3.8% | COc1ccc(C(CC(=O)O)NC(=O)Cc2ccccc2)cc1 (centres undefined)
2.5% | -9.7% | C=C(C)Cn1c(NCCC)nc2c1c(=O)n(C)c(=O)n2C
4.8% | nt | CCC(CC)C(=O)NCCc1ccc(F)cc1

# The list goes on.
SMILES,Hsp70 inhibitors,Rat MKP-3 inhibitors
Cc1ccc(S(=O)(=O)c2ccc(Cl)cc2)cc1S(=O)(=O)N1CCN(C)CC1,0.0%,nt
CCC(C)(C)n1nnnc1C(C(C)C)N1CCN(C)CC1 (centres undefined),2.2%,6.0%
C=CCSc1nc2c(c(=O)[nH]1)C(C(C)C)C(C#N)=C(N)O2 (centres undefined),-0.4%,2.2%
O=C(O)c1ccc(-n2c(/C=C\c3ccccc3)nc3ccccc3c2=O)cc1,2.4%,-2.9%
Cc1ccc(OCc2nnc(SCC(=O)NC3CCCCC3)n2C)cc1,-1.7%,-4.6%
COc1ccc(-c2ccc(-c3noc(C(C)C)n3)c(OC)n2)cc1,-2.4%,-0.7%
Cc1sc2nc(-c3ccc(C(C)(C)C)cc3)oc(=O)c2c1C,-5.0%,4.2%
O=C(C1=C(O)C(=O)N(CCc2ccccc2)C1c1cccnc1)c1ccco1 (centres undefined),-4.0%,-4.8%
O=C1CSC(c2ccccn2)N1c1ccccc1 (centres undefined),nt,-8.1%
CN(Cc1ccccc1)Cc1c(F)cccc1F,-1.3%,-1.2%
O=C1CC(N2CCC(Cc3ccccc3)CC2)C(=O)N1Cc1ccc(Cl)cc1 (centres undefined),-2.0%,3.4%
O=C1NC(c2ccccc2)(C(F)(F)F)C(=O)N1Cc1cccnc1 (centres undefined),3.7%,-5.2%
CSc1nnc2c(n1)OC(C)=Nc1ccccc1-2,7.6%,-2.9%
O=C(CN1CCCCC1)Nc1cccc(Cl)c1Cl,2.9%,-0.7%
Cc1cccc(C)c1NC(=O)COc1ccc2ccccc2c1,-0.6%,3.6%
O=C(CN1CCN(c2ccccc2)CC1)Nc1ccc(-n2cnnn2)cc1,-3.8%,-9.4%
CCN=c1scc(-c2ccc3c(c2)NC(=O)CO3)n1N=C1CCCC1,-35.5%,-2.0%
O=C(NCCCN1CCOCC1)c1ccc(Cl)s1,0.7%,nt
Cc1cc(Cl)ccc1OC(C)C(=O)NCc1cccnc1 (centres undefined),3.9%,-0.4%
COc1ccccc1NC(=O)CSc1nc(C)cc(C)n1,0.5%,0.9%
O=S(=O)(c1ccc2c(c1)Cc1cc(S(=O)(=O)n3cnc4ccccc43)ccc1-2)n1cnc2ccccc21,1.0%,0.3%
COc1cc2c(cc1OC)-c1nnc(-c3ccco3)n1C1(CCCC1)C2,-1.1%,nt
CN1C(=O)C(O)(CC(=O)c2ccc(Br)cc2)c2ccccc21 (centres undefined),6.0%,0.5%
CCOc1ccc(-n2c(=O)cc(N3CCN(c4ccc(F)cc4)CC3)[nH]c2=O)cc1,0.3%,-4.0%
COc1ccc(-n2c(O)cnc2Nc2nc(C)cc(C)n2)cc1OC,0.8%&0.9%,3.7%
O=C1/C(=C/c2cccs2)CCc2ccccc21,3.5%,nt
CC(C)(C)NC(=O)CN(c1ccc(Cl)cc1)S(C)(=O)=O,-5.3%,3.0%
COCc1c(Br)c(C)[nH]c(=O)c1C#N,5.4%,nt
O=C(CSc1nnc(Cc2cccs2)n1-c1ccccc1)NC1CCCCC1,1.2%,-13.2%
CC(C)(C)SCC(O)Cn1c2ccccc2c2ccccc21 (centres undefined),2.0%,5.8%
CN(c1ccc(Cl)cc1)c1cc(=O)n(C)c2ccccc12,2.5%,1.5%
CCCN1CCN(CCCNC(=O)Cn2nc(-c3ccc(Cl)cc3)ccc2=O)CC1,5.1%,-1.3%
Cc1nn(-c2ccccc2)c(OC(=O)c2cccs2)c1S(=O)(=O)c1ccc([N+](=O)[O-])cc1,8.5%,nt
CN1CCc2c(sc3c2C(=O)NC(/C=C/c2ccco2)N3)C1 (centres undefined),-0.5%,nt
O=C(CSc1nc(O)cc(=O)[nH]1)C1CC1,-0.8%,-3.5%
Cc1ccc(NC(=O)C(=O)NCCN2CCN(C(=O)c3ccco3)CC2)cc1,nt,4.0%
Cc1ccc(CSc2nnc(-c3ccncc3)n2CC2CCCO2)cc1 (centres undefined),-6.0%,nt
COC(=O)COc1ccc(C(=O)CSc2nc3cc(OC)ccc3n2C)cc1,-0.4%,1.1%
CN1CCN(C(=O)/C(=C/c2ccccc2)c2ccccc2)CC1,-2.0%,nt
CCCOc1ccc(C(=O)NCCC(=O)NCCCC(=O)OCC)cc1,5.3%,-12.5%
Cc1ccc(C(=O)NNC(=O)c2cccc(C)c2O)cc1,-0.4%,-0.4%
CS(=O)(=O)N(CC(=O)NCc1ccncc1)c1cc(Cl)cc(Cl)c1,-1.1%,1.6%
CCOC(=O)c1ccccc1NC(=O)CC1SC(=NC)N(C)C1=O (centres undefined),1.5%,-0.6%
CC(=O)Nc1ccc(S(=O)(=O)N(CC(=O)O)Cc2ccccc2)cc1,nt,-2.1%
Cc1nn(-c2ccccc2)c(C)c1C(=O)OCC(=O)NC(=O)NC1CCCCC1,-1.1%,-0.9%

# Reformatted with bars between the fields: entries from further up
SMILES | Hsp70 inhibitors | Rat MKP-3 inhibitors
Cc1ccc(CSc2nnc(-c3ccncc3)n2CC2CCCO2)cc1 (centres undefined) | -6.0% | nt
COC(=O)COc1ccc(C(=O)CSc2nc3cc(OC)ccc3n2C)cc1 | -0.4% | 1.1%
CN1CCN(C(=O)/C(=C/c2ccccc2)c2ccccc2)CC1 | -2.0% | nt
CCCOc1ccc(C(=O)NCCC(=O)NCCCC(=O)OCC)cc1 | 5.3% | -12.5%

# Further entries:
SMILES,Hsp70 inhibitors,Rat MKP-3 inhibitors
COc1cccc(CNc2ccc3c(c2)ncn3-c2ccccc2)c1OC,1.8%,-1.1%
Cc1c(C(=O)N2CCN(c3ccccn3)CC2)cccc1[N+](=O)[O-],-3.9%,2.0%
O=C(OCc1nc2ccccc2s1)c1cccc(S(=O)(=O)N2CCOCC2)c1,-1.7%,-6.4%
CCCc1ccc(-c2cc(NC(=O)CSc3n[nH]c(N)n3)n(-c3ccccc3)n2)cc1,0.1%,nt
Cc1csc(SC(C)C(=O)Nc2ccc(S(=O)(=O)N3CCCC3)cc2)n1 (centres undefined),1.1%,-6.0%
CSc1nnc(-c2sc3cc(Cl)ccc3c2Cl)n1C,2.5%,-9.9%
CCOC(=O)c1c(C)oc2ccc(OC(=O)c3ccc(OC)c(OC)c3)cc12,-3.5%,2.8%
CCOC(=O)CC12CN3CN(C1)CC(CC(=O)OCC)(C3)C2=O,-0.3%,0.2%
O=C(Nc1nnc(COc2ccc(C3CCCCC3)cc2)s1)c1cccc(Cl)c1,-2.7%,-1.7%
CC1(C)Oc2ccc3ccc(=O)oc3c2/C(=C/Nc2ccccn2)C1=O,-6.6%,-12.5%
COc1ccc(/C=C/C(=O)OCc2ccc([N+](=O)[O-])cc2)cc1S(=O)(=O)N1CCCCC1,-1.4%,2.8%
COc1ccc(CCNS(=O)(=O)c2ccc3c(c2)OCCO3)cc1OC,-2.5%,-12.2%
CSc1ccc(CN2CCN(S(C)(=O)=O)CC2)cc1,-0.6%,4.6%
COc1ccc(OC)c(C(c2nnnn2Cc2ccccc2)N2CCN(C3CCCCC3)CC2)c1 (centres undefined),nt,-0.9%
CCn1c(=O)cc(OCC(=O)NCc2ccco2)c2ccccc21,-4.6%,2.9%
Cc1cc(C)c(C#N)c(SCC(O)CS(=O)(=O)Cc2ccccc2)n1 (centres undefined),3.0%,-7.1%
Cc1[nH]c2ccccc2c1SCC(=O)N1CCOCC1,2.2%,-11.3%
Cn1c2c(c(=O)n(C)c1=O)C(c1ccc([N+](=O)[O-])o1)C1=C(N2)c2ccccc2C1=O (centres undefined),1.1%,2.6%
Cc1ccccc1NC(=O)c1c(NC(=O)C(C)(C)C)sc2c1CCC(C)C2 (centres undefined),-2.7%,2.4%
Nc1cc(Cl)ccc1C(=O)OCC(=O)NC1CCS(=O)(=O)C1 (centres undefined),-0.5%,nt
CC(=O)c1ccc(NC(=O)c2ccc(CN3CCc4ccccc4C3)cc2)cc1,-5.7%,2.6%
Cc1ccc(/C(O)=C2\C(=O)C(=O)N(c3nncs3)C2c2cccc([N+](=O)[O-])c2)cc1 (centres undefined),2.1%,2.1%
CCOc1ccc(NCC2CCOC(C)(C)C2)cc1 (centres undefined),-7.6%,-0.9%
CCN(CC)CCNc1ccc(Nc2ccnc3cc4ccccc4cc23)cc1,-5.5%,0.6%
O=C(O)c1cccc(Cn2cccn2)c1,3.1%,6.2%
COc1ccc(S(=O)(=O)Nc2ccc(O)c(Sc3ncn[nH]3)c2)cc1,-1.3%,nt
CCOc1cc(S(=O)(=O)Nc2cc(C)cc(C)c2)ccc1Cl,-0.5%,nt
CC(=O)NC1=NN(C(C)=O)C(c2ccc(Br)cc2)S1 (centres undefined),-7.4%,4.5%
Nc1nc2ccc(O)cc2s1,1.2%,nt
O=[N+]([O-])c1ccc(-c2nc(-c3ccc(Cl)cc3)no2)cc1,-1.1%,2.5%
COc1cc(NC(=O)c2nn3c(c2Cl)NC(c2ccc(OC)c(OC)c2)CC3C(F)(F)F)cc([N+](=O)[O-])c1 (centres undefined),-0.6%,3.1%
COc1ccc(C2=N/C(=C/c3ccc(F)cc3)C(=O)N2c2ccc(O)cc2)cc1,-5.6%,3.5%
CCCC(=O)N(c1ccc2oc(=O)sc2c1)S(=O)(=O)c1cccs1,6.9%,5.5%
CCCOc1ccc(C2C3=C(CC(C)(C)CC3=O)OC3=C2C(=O)CC(C)(C)C3)cc1OCC,0.2%,3.0%
NC(=O)Cn1c(=O)oc2ccccc21,-0.2%,-0.4%
O=C(Nc1ccccc1C(=O)NC1CCCC1)NC1CCCC1,1.9%,-6.3%

# Five entries picked at random from the list so far:
SMILES,Hsp70 inhibitors,Rat MKP-3 inhibitors
CCCOc1ccc(C2C3=C(CC(C)(C)CC3=O)OC3=C2C(=O)CC(C)(C)C3)cc1OCC,0.2%,3.0%
COc1cc(NC(=O)c2nn3c(c2Cl)NC(c2ccc(OC)c(OC)c2)CC3C(F)(F)F)cc([N+](=O)[O-])c1 (centres undefined),-0.6%,3.1%
COc1ccc(C2=N/C(=C/c3ccc(F)cc3)C(=O)N2c2ccc(O)cc2)cc1,-5.6%,3.5%
NC(=O)Cn1c(=O)oc2ccccc21,-0.2%,-0.4%
CCCC(=O)N(c1ccc2oc(=O)sc2c1)S(=O)(=O)c1cccs1,6.9%,5.5%
